Dyrk1A ADPGlo – rat Dyrk1A kinase inhibitors, primary screen, biochemical, single point, plate reader; hit rate 0.43% among 310,000; ADP-Glo luminescence, NFATc1 peptide; inhibition, % at 12.5 µM; Dual specificity tyrosine-phosphorylation-regulated kinase 1A (Rattus norvegicus), Q63470; AID 504441, 2011; in the data active = inhibition above about 50%;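 note: plate controls were vehicle with enzyme for no effect and no enzyme for full effect; many of its hits are not listed in these tables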
HSF1 inh – HSF1 inhibitors in luciferase reporter cells, primary screen, cell-based, NIH3T3, luminescence | NIH3T3-HGL HSE-luciferase, MG132-induced, luminescence 8 h; active compounds read low | activity change, negative = inhibition, % at 7.5 µM (by protocol) | hit rate 0.77% among 300,000;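 active = more than half of replicate wells show activity change below -50%, luminescence cut by over half; inconclusive = some wells, but at most half, below -50%; inactive = no replicate well below -50%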;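 note: luciferase reports HSF-1 transcriptional activity via heat shock element; 0% = median of DMSO wells and -100% = zero luminescence signal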
GSK3A inh – blockers of GSK3A enzyme activity – biochemical, luminescence, cell-free homogeneous, HTS, primary screen | Glycogen synthase kinase-3 alpha (Homo sapiens), P49840 | GSK-3 alpha kinase, ADP-Glo luminescence, 60 min | inhibition, % at 10 µM | hit rate 0.1% among 320,000;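 in the data active = inhibition above about 50%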;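 note: GST-tagged GSK-3 alpha with peptide substrate and 25 µM ATP; 0% = DMSO neutral wells and 100% = GW8510 positive control wells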
Target sequence (P49840 whole entry, looked up): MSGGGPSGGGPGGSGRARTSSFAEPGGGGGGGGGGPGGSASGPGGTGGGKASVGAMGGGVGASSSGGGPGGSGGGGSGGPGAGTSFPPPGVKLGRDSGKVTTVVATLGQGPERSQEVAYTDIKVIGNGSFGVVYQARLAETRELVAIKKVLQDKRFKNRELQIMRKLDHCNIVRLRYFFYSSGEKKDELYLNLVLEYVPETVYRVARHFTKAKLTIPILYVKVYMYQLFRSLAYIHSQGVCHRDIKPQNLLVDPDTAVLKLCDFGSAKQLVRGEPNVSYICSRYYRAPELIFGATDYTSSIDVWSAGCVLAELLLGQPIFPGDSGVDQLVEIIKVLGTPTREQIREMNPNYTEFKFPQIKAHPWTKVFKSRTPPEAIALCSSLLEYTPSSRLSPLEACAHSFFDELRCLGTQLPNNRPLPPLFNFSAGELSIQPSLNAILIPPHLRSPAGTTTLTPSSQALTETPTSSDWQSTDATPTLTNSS
HDAC3 inhib – HDAC3 deacetylase inhibitors, primary screen, biochemical, fluorescence, cell-free homogeneous. AID 2718, 2010. hit rate 0.15% among 320,000. inhibition, % at 8.3 µM. recombinant HDAC3, fluorogenic peptide/trypsin coupled; in the data active = inhibition above about 26%, passing the limit was not always enough; inconclusive = no clear call, values can overlap the other calls
Target sequence (O15379 whole entry, looked up): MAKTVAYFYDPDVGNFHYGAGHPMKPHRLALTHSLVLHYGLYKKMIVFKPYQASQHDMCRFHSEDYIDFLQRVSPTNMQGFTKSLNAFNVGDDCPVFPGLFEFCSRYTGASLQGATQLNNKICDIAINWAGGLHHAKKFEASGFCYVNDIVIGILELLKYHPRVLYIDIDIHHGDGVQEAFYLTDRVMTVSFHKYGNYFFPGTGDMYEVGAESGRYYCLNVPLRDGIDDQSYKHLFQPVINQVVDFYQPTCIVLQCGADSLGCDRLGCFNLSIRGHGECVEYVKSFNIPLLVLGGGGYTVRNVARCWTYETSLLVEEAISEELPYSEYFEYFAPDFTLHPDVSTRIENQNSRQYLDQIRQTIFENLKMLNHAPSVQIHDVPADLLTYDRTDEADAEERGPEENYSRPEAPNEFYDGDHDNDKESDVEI
PolyA inh – polyadenylation inhibitors in yeast reporter cells, primary screen, luminescence, S. cerevisiae | calls only at 12 µM | hit rate 0.02% among 300,000 | S. cerevisiae SKY197-pL101 polyadenylation reporter, beta-gal luminescence; efflux-impaired pdr1/pdr3 knockout yeast; score 100 = 6 SD above DMSO | AID 1875, 2009;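 active = lowest replicate activity score at least 50, where 100 means six control SD above control mean; inconclusive = lowest score under 50 but half or more replicates reach 50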;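 note: yeast exposed to compound for 9 h at 30 °C; higher score means more reporter readthrough which indicates perturbed polyadenylation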
GSK3beta inhib – human GSK3beta kinase inhibitors, primary screen, biochemical, cell-free homogeneous, HTS; AID 2097, 2009; GST-GSK3beta kinase, ADP-Glo luminescence, 60 min; active compounds read low; activity score (negative = inhibition), % at 10 µM; hit rate 0.038% among 300,000;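 active = more than half of replicate wells score below -50%, meaning over 50% inhibition versus plate controls; inconclusive = some replicates but at most half score below -50%; inactive = no replicate scores below -50%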;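 note: 0% = median DMSO wells and -100% = median GW8510 positive control wells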
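Assay system: GST-fused GSK3beta enzyme, cell-free / Medium: Tris pH 7.5 buffer with MgCl2, DTT, BSA, heparin / Also added: peptide substrate plus 25 µM ATP (final) / Compound: 10 µM single point / Timing: kinase reaction with compound 60 min at room temperature / Detection: ADP-Glo luminescence / Benchmarks: DMSO neutral wells and GW8510 at 20 µM as positive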
Platelet DG rel – inhibitors of platelet dense granule secretion, primary screen, cell-based, MLPCN, human platelets; human platelet-rich plasma, SFLLRN dense granule ATP release, luminescence; inhibition, %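 (compounds screened at 7.5 µM in platelet-rich plasma)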; hit rate 0.22% among 300,000;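 active = mean replicate score, as percent of positive control, at or above 50; inconclusive = mean below 50 but at least one replicate at or above 50; inactive = mean and every replicate below 50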
HSF1 activator – HSF-1 activators, primary screen, NIH3T3-HGL cells, MG132 stress, luminescence, single point | NIH3T3-HGL HSF-1 luciferase reporter, 8 h; 100% = twice DMSO control signal | activation, % at 9 µM | hit rate 1.7% among 300,000;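 active = mean replicate activation of at least 50% with a set share of replicates each reaching 50%; inconclusive = only one of those two conditions met; inactive = mean below 50% and too few replicates reaching it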;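 note: 0% = median of the neutral control wells and 100% = twice that signal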
AI-2 QS modul – Vibrio harveyi AI-2 quorum sensing modulators, primary screen, JMH597 strain, luminescence/OD600 ratio | Vibrio harveyi JMH597 AI-2 luminescence/OD600 ratio, 9 h; active compounds read low; strain lacks LuxN and CqsS sensors; 0 = neutral-control median | activity change, % at 7.5 µM | hit rate 0.4% among 300,000; in the data active = activity change below about -75%, passing the limit was not always enough; inconclusive = no clear call, values can overlap the other calls;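 note: luminescence divided by OD600 gain over 9 h not by final OD600 alone; inactives centre near 13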
HSP90 refold inh – HSP90 inhibitors, primary screen, cell lysate, luminescence. Heat shock protein HSP 90 (rabbit reticulocyte lysate; luciferase refolding). Rabbit reticulocyte lysate, luciferase refolding luminescence, 3 h. inhibition, % at 5.6 µM. hit rate 0.91% among 290,000;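 active = inhibition above the screen-wide mean plus 3 SD, computed separately per campaign, cut at about 16% in these data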;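 note: 0% = DMSO wells and 100% = 60 µM geldanamycin wells; inhibitors lower the luminescence because luciferase stays unfolded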
Numbers without * were called inactive. The list is partial (hit frequency here may not be typical).

`CC(=O)Nc1ccc2c(c1)ncn2-c1ccccc1` gave Dyrk1A ADPGlo 6, HSF1 inh 12, GSK3A inh 1, HDAC3 inhib 10, PolyA inh inactive, GSK3beta inhib -3, Platelet DG rel 9, HSF1 activator 38, AI-2 QS modul 9 and HSP90 refold inh 0.
For COc1ccc2nc(C)cc(Nc3cccc(C(=O)O)c3)c2c1 the results were HSF1 inh -4, GSK3A inh 3, HDAC3 inhib -1, PolyA inh inactive, GSK3beta inhib 1, Platelet DG rel -3, HSF1 activator -4, AI-2 QS modul 11 and HSP90 refold inh -5.
Screening Cc1ccc(C(=O)NC(=S)NCC2CCCO2)cc1[N+](=O)[O-] (centres undefined) returned Dyrk1A ADPGlo -1, HSF1 inh 1, GSK3A inh -2, HDAC3 inhib 5, PolyA inh inactive, GSK3beta inhib 1, Platelet DG rel 3, HSF1 activator 14, AI-2 QS modul 23 and HSP90 refold inh -1.
CCN(C1CCCCC1)S(=O)(=O)c1c(C)n(C)c(=O)n(C)c1=O was read as Dyrk1A ADPGlo 7, HSF1 inh -3, GSK3A inh -4, HDAC3 inhib 0, PolyA inh inactive, GSK3beta inhib 0, Platelet DG rel -6, HSF1 activator -16 and AI-2 QS modul 29.
COc1ccc(-c2cc(C(=O)N3CCc4ccccc4C3)no2)cc1 was read as Dyrk1A ADPGlo 8, HSF1 inh 8, GSK3A inh -5, HDAC3 inhib 0, GSK3beta inhib -1, Platelet DG rel -2, HSF1 activator 9, AI-2 QS modul -31 and HSP90 refold inh -4.
`CC(=O)N/C(=N\c1nc(C)cc(C)n1)Nc1ccc2ccccc2c1` gave Dyrk1A ADPGlo -3, HSF1 inh -51*, GSK3A inh -2, HDAC3 inhib 4, PolyA inh inactive, GSK3beta inhib 6, Platelet DG rel 16, HSF1 activator -56, AI-2 QS modul 4 and HSP90 refold inh 13.
Screening COC(=O)CN(c1ccc(OCc2ccccc2)cc1)S(C)(=O)=O returned Dyrk1A ADPGlo 3, HSF1 inh -4, GSK3A inh 1, HDAC3 inhib inconclusive, PolyA inh inactive, GSK3beta inhib 2, Platelet DG rel 1, HSF1 activator 4, AI-2 QS modul -41 and HSP90 refold inh -2.
O=S1(=O)CC=C(CSC(=S)NC2CCS(=O)(=O)C2)C1 (centres undefined) was read as Dyrk1A ADPGlo -2, HSF1 inh -2, GSK3A inh 1, HDAC3 inhib 1, GSK3beta inhib 2, Platelet DG rel -1, HSF1 activator 6, AI-2 QS modul -83* and HSP90 refold inh -2.
For Cc1ccc(CNC(=O)CCCCCNc2nc(=S)[nH]c3ccccc23)cc1 the results were HSF1 inh 0, GSK3A inh -1, HDAC3 inhib -3, PolyA inh inactive, GSK3beta inhib 0, Platelet DG rel -7, HSF1 activator 5, AI-2 QS modul 35 and HSP90 refold inh -3.
CCOc1cc(C2C(C(=O)OC(C)C)=C(C)N=C3SCCC(=O)N32)ccc1OC(C)=O (centres undefined) was read as Dyrk1A ADPGlo -4, HSF1 inh 1, GSK3A inh 1, HDAC3 inhib -9, PolyA inh inactive, GSK3beta inhib -3, HSF1 activator 10, AI-2 QS modul 20 and HSP90 refold inh 2.

Sorted by count of non-hydrogen atoms (falling): part of the list above.
`CC(=O)N/C(=N\c1nc(C)cc(C)n1)Nc1ccc2ccccc2c1` gave Dyrk1A ADPGlo -3, HSF1 inh -51*, GSK3A inh -2, HDAC3 inhib 4, PolyA inh inactive, GSK3beta inhib 6, Platelet DG rel 16, HSF1 activator -56, AI-2 QS modul 4 and HSP90 refold inh 13.
Screening Cc1ccc(C(=O)NC(=S)NCC2CCCO2)cc1[N+](=O)[O-] (centres undefined) returned Dyrk1A ADPGlo -1, HSF1 inh 1, GSK3A inh -2, HDAC3 inhib 5, PolyA inh inactive, GSK3beta inhib 1, Platelet DG rel 3, HSF1 activator 14, AI-2 QS modul 23 and HSP90 refold inh -1.
O=S1(=O)CC=C(CSC(=S)NC2CCS(=O)(=O)C2)C1 (centres undefined) was read as Dyrk1A ADPGlo -2, HSF1 inh -2, GSK3A inh 1, HDAC3 inhib 1, GSK3beta inhib 2, Platelet DG rel -1, HSF1 activator 6, AI-2 QS modul -83* and HSP90 refold inh -2.

(listing goes on)
`O=C(CSc1ccc(-c2ccc(Cl)cc2)nn1)N1CCCc2ccccc21` gave Dyrk1A ADPGlo -3, HSF1 inh 4, PolyA inh inactive, GSK3beta inhib 2, Platelet DG rel 7, HSF1 activator 15, AI-2 QS modul 46 and HSP90 refold inh -1.
CC(C)(C)NC(=O)C(=O)N/N=C/c1ccc(Br)cc1 was read as Dyrk1A ADPGlo 2, HSF1 inh 11, GSK3A inh -2, HDAC3 inhib 2, PolyA inh inactive, GSK3beta inhib 4, Platelet DG rel 1, HSF1 activator 13, AI-2 QS modul 13 and HSP90 refold inh 0.
`O=[N+]([O-])c1ccc(C2CCCC/C2=N\OCc2cccc(F)c2)c([N+](=O)[O-])c1` (centres undefined) gave Dyrk1A ADPGlo 2, HSF1 inh 7, GSK3A inh -1, HDAC3 inhib 3, PolyA inh inactive, GSK3beta inhib 3, Platelet DG rel 15, HSF1 activator 39, AI-2 QS modul -1 and HSP90 refold inh 0.
COCCNC(=O)C1CCN(S(=O)(=O)N2CCC3(CC2)OCCO3)CC1 was read as GSK3A inh -3, HDAC3 inhib 0, PolyA inh inactive, GSK3beta inhib -1, Platelet DG rel -6, AI-2 QS modul 19 and HSP90 refold inh -2.
Screening COc1ccc(CN(C)C2CCCCC2)cc1 returned Dyrk1A ADPGlo 2, HSF1 inh -2, GSK3A inh -2, HDAC3 inhib 2, PolyA inh inactive, GSK3beta inhib -6, Platelet DG rel -16, HSF1 activator -6, AI-2 QS modul 28 and HSP90 refold inh -2.
For COc1ccccc1/C=C1\Oc2cc(OC(=O)N3CCOCC3)ccc2C1=O the results were HSF1 inh -4, GSK3A inh 1, HDAC3 inhib 7, PolyA inh inactive, GSK3beta inhib 2, Platelet DG rel -41, HSF1 activator -20, AI-2 QS modul 4 and HSP90 refold inh 11.
`COc1cc(CNc2ccc3[nH]c(=O)[nH]c3c2)ccc1OCc1ccccc1C` gave Dyrk1A ADPGlo 2, HSF1 inh 7, GSK3A inh -1, HDAC3 inhib 0, PolyA inh inactive, GSK3beta inhib 0, Platelet DG rel -9, HSF1 activator 17, AI-2 QS modul 22 and HSP90 refold inh 10.
For Cc1cc(C(=O)COC(=O)c2ccc(O)cc2)c(C)n1Cc1ccco1 the results were Dyrk1A ADPGlo 1, HSF1 inh 42, GSK3A inh 1, HDAC3 inhib 1, PolyA inh inactive, GSK3beta inhib -1, Platelet DG rel 8, HSF1 activator 49, AI-2 QS modul 23 and HSP90 refold inh -5.
O=C(O)c1cccc(S(=O)(=O)N2CCC(Cc3ccccc3)CC2)c1 was read as Dyrk1A ADPGlo 8, HSF1 inh 4, GSK3A inh -6, HDAC3 inhib 0, PolyA inh inactive, GSK3beta inhib 0, Platelet DG rel 1, HSF1 activator 24, AI-2 QS modul 25 and HSP90 refold inh 3.
For Nn1c(=O)[nH]c2ccccc2c1=O the results were Dyrk1A ADPGlo 12, HSF1 inh -12, GSK3A inh -2, HDAC3 inhib -2, PolyA inh inactive, GSK3beta inhib 2, Platelet DG rel -1, HSF1 activator -18, AI-2 QS modul 14 and HSP90 refold inh -1.
COC(=O)C(O)(NC(=O)OCc1ccccc1)C(F)(F)F (centres undefined) was read as Dyrk1A ADPGlo 0, HSF1 inh -6, GSK3A inh 0, HDAC3 inhib 1, PolyA inh inactive, GSK3beta inhib 0, Platelet DG rel 21, HSF1 activator 32, AI-2 QS modul 21 and HSP90 refold inh 1.
Cc1ccc2c(c1)c1c3n2CCN(C(=O)CCl)C3CCC1 (centres undefined) was read as Dyrk1A ADPGlo 2, HSF1 inh 14, GSK3A inh 1, HDAC3 inhib 7, PolyA inh inactive, GSK3beta inhib 1, Platelet DG rel -3, HSF1 activator 26, AI-2 QS modul 2 and HSP90 refold inh 2.
`Cc1nc(SCC(=O)NC(C)c2ccccc2)c2oc3ccccc3c2n1` (centres undefined) gave Dyrk1A ADPGlo -1, HSF1 inh 14, GSK3A inh -1, HDAC3 inhib 1, PolyA inh inactive, GSK3beta inhib 7, Platelet DG rel -1, HSF1 activator 1, AI-2 QS modul 31 and HSP90 refold inh -2.
Screening Cc1c(NC(=O)C(=O)N/N=C/c2cccs2)c(=O)n(-c2ccccc2)n1C returned Dyrk1A ADPGlo 0, HSF1 inh -2, GSK3A inh -5, HDAC3 inhib 5, PolyA inh inactive, GSK3beta inhib 2, Platelet DG rel -3, HSF1 activator -17, AI-2 QS modul 21 and HSP90 refold inh 1.
Screening CC(C)Cn1c(N)c(C(=O)COC(=O)c2c(F)cccc2F)c(=O)n(C)c1=O returned Dyrk1A ADPGlo 10, HSF1 inh 0, GSK3A inh -1, HDAC3 inhib 1, PolyA inh inactive, GSK3beta inhib -1, Platelet DG rel -4, HSF1 activator -1, AI-2 QS modul 16 and HSP90 refold inh -1.
`O=C(NCCc1ccc(F)cc1)NC12CC3CC(CC(C3)C1)C2` gave HSF1 inh 2, GSK3A inh 0, HDAC3 inhib 14, PolyA inh inactive, GSK3beta inhib -4, Platelet DG rel -7, HSF1 activator 26, AI-2 QS modul 17 and HSP90 refold inh -2.
Screening CCOc1ccc(Cn2nnc(C(=O)Nc3cc(C)cc(C)c3)c2N)cc1 returned Dyrk1A ADPGlo 16, HSF1 inh -3, GSK3A inh 4, HDAC3 inhib 1, PolyA inh inactive, GSK3beta inhib -2, Platelet DG rel 1, HSF1 activator -3, AI-2 QS modul 24 and HSP90 refold inh -4.
Screening CCOc1ccc(N2CC(=O)N(c3ccc(OCC)cc3)CC2=O)cc1 returned Dyrk1A ADPGlo 11, HSF1 inh 1, GSK3A inh -4, HDAC3 inhib 0, PolyA inh inactive, GSK3beta inhib -2, Platelet DG rel 4, HSF1 activator -5, AI-2 QS modul -3 and HSP90 refold inh 3.
`CC(C)(C)S(=O)(=O)c1cnc(N2CCOCC2)nc1N` gave Dyrk1A ADPGlo -3, HSF1 inh 1, GSK3A inh -4, HDAC3 inhib -7, PolyA inh inactive, GSK3beta inhib 1, Platelet DG rel 10, HSF1 activator -2, AI-2 QS modul 4 and HSP90 refold inh -5.
